FBW7 activator: activators of human E3 ligase FBW7; Q969H0; AlphaScreen FBW7–phospho-cyclin E peptide binding, activator screen; 0.13% of 650,000 active; normalized activity (activation), % at 26.1 µM; in the data active = normalized activity above about 1.9%;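 note: purified mutant Fbw7 with reduced substrate affinity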
Target sequence (Q969H0 whole entry, looked up): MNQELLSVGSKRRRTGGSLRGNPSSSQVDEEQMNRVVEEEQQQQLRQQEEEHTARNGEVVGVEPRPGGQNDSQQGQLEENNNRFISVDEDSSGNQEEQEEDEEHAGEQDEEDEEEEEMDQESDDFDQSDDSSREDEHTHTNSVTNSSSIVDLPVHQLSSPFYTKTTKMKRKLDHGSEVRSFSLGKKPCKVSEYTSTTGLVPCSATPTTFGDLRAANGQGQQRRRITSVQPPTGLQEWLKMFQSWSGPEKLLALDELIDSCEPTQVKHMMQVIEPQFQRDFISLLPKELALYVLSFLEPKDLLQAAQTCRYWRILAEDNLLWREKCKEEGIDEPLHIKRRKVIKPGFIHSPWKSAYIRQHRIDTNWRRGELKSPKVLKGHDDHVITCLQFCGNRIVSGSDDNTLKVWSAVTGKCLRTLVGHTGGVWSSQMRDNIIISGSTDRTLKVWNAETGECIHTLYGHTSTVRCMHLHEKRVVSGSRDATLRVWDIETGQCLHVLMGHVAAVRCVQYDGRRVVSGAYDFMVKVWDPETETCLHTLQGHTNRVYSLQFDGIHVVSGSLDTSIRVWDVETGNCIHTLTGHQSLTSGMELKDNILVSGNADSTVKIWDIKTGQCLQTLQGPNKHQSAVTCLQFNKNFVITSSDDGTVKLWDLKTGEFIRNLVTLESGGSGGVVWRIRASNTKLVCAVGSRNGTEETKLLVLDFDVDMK
TEAD-YAP block: TEAD-YAP interaction inhibition; HEK-TIYL cells, TEAD-Gal4/YAP UAS-luciferase luminescence; inhibition, % at 9.12 µM; 1.4% of 640,000 active; AID 1259422; in the data active = inhibition above about 32%;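 note: 0% = median of test compound wells and 100% = reference inhibitor wells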
MITF inh: inhibitors of human MITF. inhibition, % at 2.6 µM. 0.91% of 650,000 active. AlphaScreen MITF homodimerization, bead proximity signal. O75030; in the data active = inhibition above about 50%;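 note: 0% = vehicle wells with protein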
GPR151 ag: human GPR151 activation; PathHunter beta-arrestin GPR151 cells, luminescence; 1% of 650,000 active; Q8TDV0; activation, % at 11.2 µM; in the data active = activation above about 4.9%;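 note: 0% = median of compound wells and 100% = cells with positive control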
Target sequence (Q8TDV0 whole entry, looked up): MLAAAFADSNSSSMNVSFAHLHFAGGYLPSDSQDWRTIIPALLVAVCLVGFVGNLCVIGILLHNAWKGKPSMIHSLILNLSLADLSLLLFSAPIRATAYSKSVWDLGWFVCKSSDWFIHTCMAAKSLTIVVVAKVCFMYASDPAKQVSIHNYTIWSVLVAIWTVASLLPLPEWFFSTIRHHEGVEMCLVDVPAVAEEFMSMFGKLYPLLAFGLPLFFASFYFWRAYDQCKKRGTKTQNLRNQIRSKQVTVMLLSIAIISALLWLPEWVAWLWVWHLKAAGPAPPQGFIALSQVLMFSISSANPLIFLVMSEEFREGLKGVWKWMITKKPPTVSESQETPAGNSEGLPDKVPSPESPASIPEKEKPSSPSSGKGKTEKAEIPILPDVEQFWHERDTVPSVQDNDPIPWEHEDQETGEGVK
* marks the source's active call; other numbers are inactive results.

SMILES	FBW7 activator	TEAD-YAP block	MITF inh	GPR151 ag
CC(C)COc1ccc(C(=O)N(Cc2ccc(N(C)C)cc2)C2CCS(=O)(=O)C2)cc1 (centres undefined)	-0.1	-9	2	0.9
N#C/C(=C\c1cn(CC(=O)NCc2ccco2)c2ccccc12)C(N)=O	-0.3	7	-9	0.3
CCOC(=O)c1c(SCc2ccc(C)cc2)nc(=O)[nH]c1C	0.2	-6	-10	1.2
CC(C)NC(=O)C1CCN(S(=O)(=O)c2ccc(Br)s2)CC1	0.1	-3	7	0.3
Cc1cn2c(nc1=O)O[C@H]1C[C@H]2O[C@@H]1CO	0.2	-4	13	1.2
C/C(=C(\C#N)C(=O)NC1CCCCC1)N(C)C	-0.1	5	-8	-0.9
CCOc1ccc(OCc2ccc(C(=O)N/N=C(\C)c3ccccn3)cc2)cc1	-0.1	-35	-8	-0.8
CCCN(CCC)C(=O)c1c(C)[nH]c(C(=O)OCC)c1C	0.0	7	9	0.5
CCOc1cc(C2Nc3cc(C)c(C)cc3NC3=C2C(=O)CC(C)(C)C3)cc(Br)c1OC (centres undefined)	0.0	-1	-1	-0.9
COc1cccc(-n2cc(C(=O)NCCC(=O)N3CCN(c4ccccn4)CC3)c3ccccc3c2=O)c1	-0.1	16	0	-1.1
Cc1ccc(CN(CC(N)=O)S(=O)(=O)c2ccc(Cl)cc2)cc1	0.3	6	9	-1.4
Cc1cc(C)c(C)c(S(=O)(=O)NCC(=O)N2CCN(c3ccccc3)CC2)c1C	-0.1	5	21	0.0
CC(C)(C)c1cc(Br)ccc1OCC(=O)Nc1ccc(S(=O)(=O)Nc2ncccn2)cc1	0.3	5	13	-1.1
O=Cc1ccc(OCc2cccc(I)c2)cc1	0.3	-19	3	1.9
C=COc1ccc(NC(=O)c2ccc(F)cc2)cc1	0.0	-46	7	-4.2
Cc1cccnc1Nc1nc(-c2cc3ccccc3oc2=O)cs1	0.1	0	-14	1.6
COc1ccc(-c2nnc(NC(=O)c3ccc(S(=O)(=O)N(C)Cc4ccccc4)cc3)o2)cc1	0.0	-3	14	-0.1
Cc1cnc(C)c(-c2ccc3c(c2)CC(CNC(=O)c2ccc(Cl)cc2)O3)n1 (centres undefined)	-0.1	-6	-5	2.5
CCCCC(=O)Nc1ccc(S(=O)(=O)Nc2nccc(C)n2)cc1	0.0	0	5	0.4
COC(=O)c1sc2ccccc2c1NC(=O)c1ccc(S(=O)(=O)N2CCCCC2)cc1	0.5	14	4	-0.8
NC(=O)c1cc([N+](=O)[O-])ccc1N1CCCCC1	0.3	-2	19	-1.6
NC(=O)c1ccc(-c2cc(C(=O)NCCOc3ccccc3)ccn2)cc1	0.1	3	10	-0.5
COc1ccc(N2C(=O)CSC2c2cc3c(cc2[N+](=O)[O-])OCO3)c(OC)c1 (centres undefined)	-0.3	-10	1	0.4
O=C(Cc1cccs1)N/N=C\c1cccc(Br)c1	0.1	-1	12	1.2
O=C1CCCN1CCC(=O)N1CCCC(N2CCN(c3ccccc3)CC2)C1 (centres undefined)	-0.1	-18	-3	-1.5
O=C(OCCN1C(=O)c2cccc3c(N4CCOCC4)ccc(c23)C1=O)c1ccc(Cl)cc1	0.1	-1	2	0.5
CCOC(=O)c1cnc2c(OC)cccc2c1Nc1cc(C)c(Cl)cc1OC	-0.1	-4	12	0.4
O=C(CC(c1ccccc1)c1ccccc1)Nc1nncs1	0.1	-5	-11	-0.3
O=C(Cc1cccc(Cl)c1)Nc1cc(Cl)ccc1Cl	0.0	3	-15	-0.7
CC1CCCCN1C(=O)/C=C/c1cccc([N+](=O)[O-])c1 (centres undefined)	0.0	-6	-15	3.3
COCCNC(=S)N/N=C/c1cc(OC)c(OC)cc1OC	-0.3	-1	1	2.7
Cc1ccc2[nH]c(=O)cc(C(=O)OC(C)C)c2c1	0.5	10	2	0.1
O=C(O)c1cc(S(=O)(=O)N2CCCCC2)ccc1N1CCCCC1	0.2	-6	-1	-1.0
CCOC(=O)Nc1nnc(Cc2ccc(OC)c(OC)c2)s1	0.2	3	-6	-0.4
COc1ccc(C(=O)NC(=S)Nc2cc(C)ccc2O)cc1OC	-0.1	5	-14	-0.9
c1ccc(CN2CCC(Nc3nccc(Nc4ccc(N5CCOCC5)cc4)n3)CC2)cc1	-0.3	9	14	1.2
CCCCc1c(C)nc(N)nc1N1N=C1SC	-0.4	4	-5	-0.7
NC(=O)c1nc(-c2ccccc2)nc2c1[nH]c(=O)n2Cc1ccccc1	0.1	-1	3	2.8
Cc1nc(SCC(=O)c2ccc(Cl)cc2Cl)c(C#N)c2c1CCCC2	0.3	3	-16	-0.4
CN1C(=O)CC(C(=O)NCCc2ccccc2)SC1=Nc1cccc(C(F)(F)F)c1 (centres undefined)	0.4	-11	5	0.6
CCOC(=O)c1ccc(NS(=O)(=O)c2ccc(Cl)c(N)c2)cc1	-0.1	12	-1	0.8
Cc1cc2c(cc1S(=O)(=O)N1CCc3ccccc3C1)OCCN2C	-0.5	-1	5	-1.0
COc1ccc(/C(O)=C2\C(=N)N(c3cccc(Br)c3)C3=C(C(=O)CCC3)C2c2ccc3c(c2)OCO3)cc1 (centres undefined)	0.0	-2	11	0.9
Cc1cc(C)c(S(=O)(=O)Nc2cccc(C)c2C)c(C)c1	-0.1	-9	3	-0.7
COc1ccc(CNC(=O)C2CCN(C(=O)NCc3ccccc3)CC2)cc1	-0.1	-7	-12	-0.8
COc1cccc2c1OC1(C)C(C(=O)N(C)C)C2NC(=S)N1c1ccccc1 (centres undefined)	-0.4	1	2	-0.9
CC(=O)Nc1ccc(CN2CCC(C3(Cc4ccccc4)NC(=O)NC3=O)CC2)cc1 (centres undefined)	-0.1	-10	-4	-0.6
Cc1ccc(OCC(=O)NC2CCCCC2)c(C)c1	0.6	-51	7	1.5

Two compounds picked at random from the list so far, as already listed:
SMILES	FBW7 activator	TEAD-YAP block	MITF inh	GPR151 ag
Cc1ccc(OCC(=O)NC2CCCCC2)c(C)c1	0.6	-51	7	1.5
COc1ccc(/C(O)=C2\C(=N)N(c3cccc(Br)c3)C3=C(C(=O)CCC3)C2c2ccc3c(c2)OCO3)cc1 (centres undefined)	0.0	-2	11	0.9

The listing continues:
SMILES	FBW7 activator	TEAD-YAP block	MITF inh	GPR151 ag
CC1=CC(=C(C#N)C#N)C=C(C)N1CC1CCCO1 (centres undefined)	-0.2	-7	5	-0.1
CC(=O)c1ccc(NS(=O)(=O)c2c(N)n(C)c(=O)n(C)c2=O)cc1	-0.1	-14	9	1.0
O=C(CSc1nc2ccsc2c(=O)n1Cc1ccc(C(=O)O)cc1)NCc1ccco1	0.0	-25	8	1.7
c1ccc2c(c1)CCN(c1cc(-c3ccncc3)nc(-c3ccncc3)n1)C2	0.4	-1	8	-1.6
CN1/C(=C\C=N\Nc2n[nH]c(=O)[nH]c2=O)C(C)(C)c2ccccc21	-0.1	7	-2	1.9
Cc1nonc1OCC(C)(COc1nonc1C)NS(=O)(=O)c1ccccc1	0.5	-5	12	0.1
C=CCOc1ccc2ccccc2c1/C=C(\C#N)C(N)=S	0.0	-4	-6	0.4
CC(=O)N1c2ccccc2NC2=C(C(=O)CC(c3ccc(F)cc3)C2)C1c1cccnc1 (centres undefined)	0.0	4	-2	0.7
CN(CC(=O)Nc1ccccn1)S(=O)(=O)c1ccc2c(c1)CCC(=O)N2	0.3	5	16	0.2
CC1(c2ccc(OCC(N)=O)cc2)NC(=O)N(CC(=O)NCc2ccc(F)cc2)C1=O (centres undefined)	0.0	0	-3	-1.4
CCOC(=O)c1cc2c(c(CSc3nc4ccccc4c(=O)n3Cc3ccccc3)c1)OCOC2	0.1	-6	-8	-1.1
NC(=O)COC(=O)c1c2c(nc3ccccc13)CCCCC2	0.1	-2	3	-1.3

Another view of 6 compounds above.
canonical_smiles | FBW7 activator | TEAD-YAP block | MITF inh | GPR151 ag
COc1ccc(C(=O)NC(=S)Nc2cc(C)ccc2O)cc1OC | -0.1 | 5 | -14 | -0.9
c1ccc(CN2CCC(Nc3nccc(Nc4ccc(N5CCOCC5)cc4)n3)CC2)cc1 | -0.3 | 9 | 14 | 1.2
CCCCc1c(C)nc(N)nc1N1N=C1SC | -0.4 | 4 | -5 | -0.7
NC(=O)c1nc(-c2ccccc2)nc2c1[nH]c(=O)n2Cc1ccccc1 | 0.1 | -1 | 3 | 2.8
Cc1nc(SCC(=O)c2ccc(Cl)cc2Cl)c(C#N)c2c1CCCC2 | 0.3 | 3 | -16 | -0.4
CN1C(=O)CC(C(=O)NCCc2ccccc2)SC1=Nc1cccc(C(F)(F)F)c1 (centres undefined) | 0.4 | -11 | 5 | 0.6

Continued:
SMILES	FBW7 activator	TEAD-YAP block	MITF inh	GPR151 ag
CS(=O)(=O)Nc1nccnc1-c1ccc(COc2ccccc2)cc1	0.1	1	3	0.7
COc1ccc(C(=O)Oc2ccc3oc(=O)sc3c2)cc1OC	-0.1	3	-7	-1.0
CCOC(=O)c1c(NC(=O)CSc2nnc(CNC(=O)c3cccc(OC)c3)n2C2CCCCC2)sc2c1CCCC2	0.1	-2	-15	-0.4
CCCC(c1nnnn1Cc1ccc(OC)cc1)N1CCN(C2CCCC2)CC1 (centres undefined)	0.6	-4	42	-0.2
N/C(=N/S(=O)(=O)c1ccccc1)c1ccc(Cl)cc1	0.0	2	1	-1.0
O=C(Nc1ccc(Cl)c(Cl)c1)c1ccc(CN2CCc3ccccc3C2)cc1	0.7	31	-2	-1.5
CC(=O)c1ccc(NS(=O)(=O)c2cccc(C(F)(F)F)c2)cc1	-0.1	-8	-5	0.6
Cc1ccc(N2C(=NC(=O)CCC(=O)O)SC3CS(=O)(=O)CC32)cc1C (centres undefined)	0.5	5	7	0.4
CCOC(=O)CCC(NC(=O)c1ccc(Cl)cc1)C(=O)OCC (centres undefined)	-0.2	3	0	-1.0
Cc1cc(=O)oc2cc(OCC(=O)Nc3ccc(O)c(C(=O)O)c3)ccc12	0.1	5	4	-0.5
O=C(CSc1nccn1Cc1ccc2c(c1)OCO2)Nc1ccccc1F	0.1	-11	-1	0.5
CC(C)=C1SC(N2CCN(c3ccc(C)cc3)CC2)=NC1=O	-0.1	1	0	3.1
Cc1cc([N+](=O)[O-])ccc1NC(=O)CC(C)c1ccccc1 (centres undefined)	0.5	6	18	-1.3
Cc1cccc(-n2c(SCC(N)=O)nnc2-c2c[nH]c3ccccc23)c1	-0.1	2	-2	1.8
Cc1ccccc1CSCCNC(=O)CN(c1ccc(Cl)cc1)S(C)(=O)=O	-0.1	2	39	1.0
COC(=O)CCCC(=O)Nc1ccc(Br)cc1	-0.1	-18	-4	0.0
O=C(Cn1ncc2ccccc21)NCc1ccc(F)cc1	0.0	-6	-4	0.5
Cc1ccc(CNC(=O)c2ccc(N3CCCCS3(=O)=O)cc2)cc1	0.4	-36	13	3.7
Cc1ccc(-c2nn3c(C)nnc3s2)cc1NC(=O)COc1ccc(Cl)cc1	0.6	5	18	-0.3
COc1cc(OC)c(OC)cc1/C=C/c1nc2cc3ccccc3cc2c(=O)n1-c1ccc(C)c(Cl)c1	-0.1	0	3	-0.1
COc1ccc(-c2nnc3sc(NC(=O)c4ccco4)nn23)cc1	0.0	-4	16	1.5
CCOC(=O)CCn1c(=O)c2c(nc3n(-c4cccc(C)c4)c(C)c(C)n23)n(C)c1=O	-0.2	-6	-2	0.3
CCOc1ccc(S(=O)(=O)N2CCSC2c2ccc(Br)cc2)cc1 (centres undefined)	1.2	1	-3	-0.2
Cc1ccnc(N/C=C2/CCCCC2=O)c1	-0.2	-26	2	-1.9
O=C(O)COc1ccc(NC(=O)c2ccccc2I)cc1	0.0	-7	9	-0.1
CCOc1ccc(/C(O)=C/C(=O)C(=O)Nc2ccc([N+](=O)[O-])cc2C)cc1	0.0	7	25	-1.4
COCCNC(=O)CN1CCC(NC(=O)Nc2ccc(C#N)cc2)CC1	0.0	-12	0	0.9
CC1=C(C)CS(=O)N(S(=O)(=O)c2cccc([N+](=O)[O-])c2)C1 (centres undefined)	0.7	7	7	1.3
COc1cc(C2C(C#N)=C(N)Oc3n[nH]c(-c4ccc(Br)cc4)c32)ccc1OC(=O)c1cccs1 (centres undefined)	-0.5	6	4	-0.2
Cc1nn(CCC#N)c2nc(C(F)(F)F)[nH]c(=O)c12	0.1	-4	11	2.0
COC(=O)c1ccc2c(=O)n(CCCC(=O)O)c(=S)[nH]c2c1	0.0	-16	3	1.0
CCn1c(CCNC(=O)C(C)(C)C)nc2ccccc21	-0.1	-8	1	6.7*
CC(C)CNC(=O)CSc1nc(-c2ccccc2)cs1	0.2	-28	31	1.2
COc1cccc(CN2CCN(Cc3cc(Cl)c(O)c(OC)c3)CC2CCO)c1 (centres undefined)	0.2	-17	-12	6.3*
C=CCOC(=O)C1=C(C)Nc2ncnn2C1c1cc(Br)ccc1OC (centres undefined)	0.5	17	9	2.1
COCc1nnc(NC(=O)Cc2ccccc2OC)s1	0.1	8	0	-0.3
COc1cccc(N2C(=O)c3cccc4cc([N+](=O)[O-])cc(c34)C2=O)c1	-0.1	12	-2	0.2
Cc1cc(N2CCCCC2)nc2ccc(NC(=O)c3ccc(Br)o3)cc12	0.0	0	-1	1.9
O/N=C(\c1ccccc1)c1nonc1/C(=N/O)c1ccccc1	-0.1	-1	7	0.1
Cc1c(Cl)cccc1NC(=O)CC(NCc1ccccn1)C(=O)O (centres undefined)	-0.1	5	90*	0.2
COC(=O)c1ccc(CSc2ncnc3ccccc23)cc1	-0.2	-22	-4	1.5
CC1=C(C(=O)OC2CCCC2)C(c2ccncc2)C2=C(CCCC2=O)N1 (centres undefined)	1.5	-18	11	0.1

Of the compounds above, 2 have a tert-butyl group.
SMILES	FBW7 activator	TEAD-YAP block	MITF inh	GPR151 ag
CC(C)(C)c1cc(Br)ccc1OCC(=O)Nc1ccc(S(=O)(=O)Nc2ncccn2)cc1	0.3	5	13	-1.1
CCn1c(CCNC(=O)C(C)(C)C)nc2ccccc21	-0.1	-8	1	6.7*

Bioassay records as filed in PubChem BioAssay.
